Screening results as filed in PubChem BioAssay.
mIAP inh = mouse IAP inhibition. purified mouse IAP, CDP-Star luminescence, 30 min. 0.2% of 330,000 active. inhibition, % at 10 µM;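 active means inhibition of at least 40% at 10 µM in the primary screen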;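 further: plate controls were DMSO with enzyme for no effect and no enzyme wells for full effect; values of inactives mirror those of a sister screen read the other way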
MIN6 prolif = MIN6 beta-cell proliferation induction; MIN6 cells proliferation, ATPlite luminescence, 48 h; cells starved in 0.2% serum; 100% = growth in 10% serum; proliferation, % at 10 µM; 0.29% of 330,000 active;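 active means compounds whose signal lies at least 3.5 SD above the mean of all wells on their plate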;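 further: 0% = DMSO-treated cells in low-serum medium and 100% = 10% serum control; some compounds called inactive have numbers as strong as hits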
hIAP block = blocks human intestinal alkaline phosphatase. purified IAP, CDP-Star luminescence, 30 min. inhibition, % at 10 µM. 0.12% of 330,000 active. P09923;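 active means inhibition reaching a set limit with compound at 10 µM in the primary screen, cut at about 35% in these data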;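 further: plate controls were DMSO wells with enzyme for no effect and no-enzyme buffer wells for full effect; values of inactives mirror those of a sister screen read the other way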
Target sequence (P09923 whole entry, looked up): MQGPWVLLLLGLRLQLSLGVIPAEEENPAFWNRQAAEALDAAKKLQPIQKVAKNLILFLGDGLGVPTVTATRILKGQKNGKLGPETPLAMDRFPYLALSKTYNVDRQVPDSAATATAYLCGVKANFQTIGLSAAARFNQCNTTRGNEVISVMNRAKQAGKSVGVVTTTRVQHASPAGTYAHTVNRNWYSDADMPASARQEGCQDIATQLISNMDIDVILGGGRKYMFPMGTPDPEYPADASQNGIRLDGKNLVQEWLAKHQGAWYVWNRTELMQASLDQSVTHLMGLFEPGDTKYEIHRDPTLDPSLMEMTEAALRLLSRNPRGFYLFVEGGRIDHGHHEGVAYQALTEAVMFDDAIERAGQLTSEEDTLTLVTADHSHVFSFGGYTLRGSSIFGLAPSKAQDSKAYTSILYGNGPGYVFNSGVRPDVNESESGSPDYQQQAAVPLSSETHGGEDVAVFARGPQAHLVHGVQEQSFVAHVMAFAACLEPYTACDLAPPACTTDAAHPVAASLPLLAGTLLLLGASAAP
A3G deaminase = APOBEC3G (human) deaminase inhibition. inhibition, % at 20 µM. Q9HC16. 0.28% of 330,000 active. recombinant A3G, ssDNA deamination FAM/TAMRA fluorescence;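 active means inhibition of at least 40% at 20 µM, with no more than 30% in the related APOBEC3A deaminase screen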;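 further: plate controls were DMSO wells with A3G for no effect and wells lacking A3G enzyme for full effect; some compounds called inactive have numbers as strong as hits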
MPTP block = inhibitors of mitochondrial permeability transition pore | isolated mouse mitochondria, Ca2+ swelling absorbance, 30 min | inhibition, % at 10 µM | 1.4% of 360,000 active | AID 602449;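 active means inhibition of 50% or more, scaled per plate between neutral and stimulator controls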;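 further: 0% = DMSO wells given calcium and 100% = 1 mM EGTA wells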
mIAP activ = mouse IAP activation | muIAP, CDP-Star luminescence, 30 min; hits give high values; 1 = vehicle-only enzyme signal, 0 = enzyme-free wells | activation factor at 10 µM | 0.24% of 330,000 active;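 active means activation factor of at least 2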; further: the source names both 10 and 20 µM as test concentration; values of inactives mirror those of a sister screen read the other way
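also added = chemiluminescent substrate CDP-Star | test system = mouse IAP enzyme | signal = chemiluminescence readout | compound = DMSO-dissolved test compounds | incubation = 30 min at room temperature | benchmarks = DMSO wells, no-enzyme wells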
hIAP activ = increases human intestinal alkaline phosphatase activity; P09923; AID 2524; activation factor at 10 µM; purified human IAP, CDP-Star luminescence, 30 min; hits give high values; 1 = vehicle-only enzyme, 0 = enzyme-free background; 0.16% of 330,000 active;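 active means activation factor of the enzyme at least 2-fold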; further: the source names both 10 and 20 µM as test concentration; values of inactives mirror those of a sister screen read the other way
A3A deaminase = inhibitors of human APOBEC3A DNA deaminase. inhibition, % at 20 µM. recombinant A3A, FAM/TAMRA ssDNA deamination fluorescence. 0.41% of 330,000 active. AID 493011. P31941;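 active means at least 40% inhibition at 20 µM here, with at most 30% in a related deaminase screen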;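 further: plate controls were A3A with DMSO for no effect and wells lacking A3A enzyme for full effect; some results filed as inactive read as strong as hits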
Target sequence (P31941 whole entry, looked up): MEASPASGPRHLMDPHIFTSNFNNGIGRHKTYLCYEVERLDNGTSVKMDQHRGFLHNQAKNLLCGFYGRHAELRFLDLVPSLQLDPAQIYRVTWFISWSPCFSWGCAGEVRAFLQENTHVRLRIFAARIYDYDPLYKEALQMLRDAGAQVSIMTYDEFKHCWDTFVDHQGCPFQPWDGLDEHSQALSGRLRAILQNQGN
NR3A LBD binder = NR3A (human) ligand-binding domain modulation; 2.5% of 340,000 active; Tm shift relative to glycine control, % at 25 µM; NR3A LBD differential scanning fluorimetry, Tm shift; 0% = protein alone, 100% = glycine-bound protein;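 active means melting temperature shift of at least 10% of the positive control shift, at one fixed dose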
Starred values were filed as active, the others as inactive; . = no result given. Compounds as they come; overall some 5% were active at least once.

SMILES | mIAP inh | MIN6 prolif | hIAP block | A3G deaminase | MPTP block | mIAP activ | hIAP activ | A3A deaminase | NR3A LBD binder
CC(Oc1ccc(Br)cc1)C(=O)Nc1cc(S(=O)(=O)N2CCOCC2)ccc1N1CCCC1 (stereo unspecified) | -4 | 4 | 6 | -9 | -1.8 | 1 | 0.94 | -1 | .
COc1ccc(CNC(=S)NCc2ccc(F)cc2)cc1 | -7 | 0 | -3 | -9 | 0.4 | 1.1 | 1 | -7 | -19
CCC1=C(OC(=O)N(CC)CC)N2C(=O)OC(=NCCOC)[C@]2(Cc2ccccc2)[C@H]2C1=CC[C@H]1C(=O)N(C)C(=O)[C@H]12 | -7 | -2 | -8 | -12 | 2.5 | 1.1 | 1.1 | -2 | 0
O=C(Nc1cccc2ccccc12)C1CCN(C(=O)Cc2ccccc2)CC1 | 5 | -1 | -7 | 0 | -3.1 | 0.95 | 1.1 | 1 | 0
CC(C)c1cccc(C(C)C)c1NC(=S)Nc1cccc(Cl)c1 | -63 | -4 | 6 | 9 | 88* | 1.6 | 0.94 | 4 | -1
CCOC(=O)c1ccc(N2C(=O)CC(C(=O)OC)=C2C)cc1 | 2 | -1 | -9 | -9 | -0.1 | 0.98 | 1.1 | -3 | 2
O=C(NCCc1nnc2ccc(NCC3CCCO3)nn12)c1ccccc1 (stereo unspecified) | 5 | -1 | 0 | -11 | -1.4 | 0.95 | 1 | 4 | 0
CCn1c(CCNC(=O)c2cccs2)nnc1SCC(=O)Nc1ccc(Cl)cc1 | -11 | -2 | 11 | -5 | 1.7 | 1.1 | 0.89 | 5 | -2
CCC(=O)NC(C)c1cc(Cl)c2cccnc2c1O (stereo unspecified) | 7 | -7 | -33 | -11 | -3.5 | 0.93 | 1.3 | -5 | -1
CCOc1ccc(NC(=O)CN(C)C(=O)C2COc3ccccc3O2)cc1OCC (stereo unspecified) | -8 | -1 | 9 | -3 | 0.0 | 1.1 | 0.91 | 11 | 2
O=C1CC(C(=O)Nc2cccc(Cl)c2)n2ncnc2N1 (stereo unspecified) | 2 | -4 | -2 | -8 | -1.3 | 0.98 | 1 | -5 | 1
COc1ccccc1CNCC(=O)Nc1ccc(C#N)cc1 | -5 | -1 | -21 | -9 | 1.6 | 1.1 | 1.2 | -5 | -1
O=C(/C=C/C(=O)N1CCc2ccccc2C1)N1CCc2ccccc2C1 | -1 | 0 | 1 | 0 | -1.1 | 1 | 0.99 | 2 | 1
CCN(CC)C(=O)CSc1nc2c(sc(=S)n2-c2ccccc2OC)c(=O)n1-c1ccccc1 | -14 | -2 | 2 | 2 | 0.2 | 1.1 | 0.98 | -1 | 1
O=C1OCCN1C(=O)[C@H]1[C@H](c2ccccc2)C(c2cccc(Cl)c2)=NN1c1ccccc1 | -9 | . | . | 2 | 3.4 | 1.1 | . | 3 | 0
Cc1ccc(OCCC(=O)OCC(=O)N2c3ccccc3CC2C)cc1 (stereo unspecified) | 4 | -1 | -18 | -10 | -1.3 | 0.96 | 1.2 | -16 | 0
COc1cc(N)c(Cl)cc1C(=O)OCC(=O)NC(=O)NCc1ccco1 | -1 | -3 | -10 | -3 | 0.0 | 1 | 1.1 | -2 | -2
CC(=O)c1cccc(CN2CCC(n3nccc3NC(=O)CCc3ccccc3)CC2)c1 | -6 | 4 | -4 | -6 | 0.3 | 1.1 | 1 | 0 | 15*
O=C(c1ccc(Cl)c(S(=O)(=O)N2CCOCC2)c1)N1CCCCC1 | 3 | 1 | 0 | -3 | 1.0 | 0.97 | 1 | -3 | 1
COCC(C)N=Cc1c(O)[nH]c2ccccc12 (stereo unspecified) | 5 | 2 | 20 | -9 | 0.3 | 0.95 | 0.8 | -5 | -1
CCOc1ccc(C(=O)NC(=S)Nc2ccccn2)cc1[N+](=O)[O-] | 6 | 1 | -3 | 1 | 3.5 | 0.94 | 1 | 0 | -2
Cc1ccc(NC(=O)CSc2nnc3ccccn23)cc1 | 8 | -2 | 4 | -5 | 1.1 | 0.92 | 0.96 | -5 | -4
Cc1cccc(N=C2NC(=O)/C(=C/c3cccnc3)S2)c1 | 2 | -1 | -2 | 2 | 3.6 | 0.97 | 1 | 1 | -1
COc1cc(CN2CCN(C(C)C)C(CCO)C2)ccc1OCc1ccccc1 (stereo unspecified) | 9 | 0 | -11 | -3 | 7.3 | 0.91 | 1.1 | -1 | 0
CN(C)S(=O)(=O)c1cccc(NC(=O)CN2C(=O)NC(Cc3ccccc3)C2=O)c1 (stereo unspecified) | -2 | 0 | 13 | -11 | -2.2 | 1 | 0.87 | -4 | 0
Cc1cc(C(F)F)n2nc(C(=O)Nc3sc4c(c3C#N)CCC(C)C4)nc2n1 (stereo unspecified) | 2 | 1 | 11 | -2 | -0.6 | 0.98 | 0.89 | 1 | -2
C=CCN1C(=O)c2ccc(C(=O)N(CCOC)c3c(N)n(CCCC)c(=O)[nH]c3=O)cc2C1=O | -3 | 5 | 12 | -16 | -1.6 | 1 | 0.88 | -3 | 4
CCN1CCN(C(=O)CCNC(=O)Cn2cnc3ccccc3c2=O)CC1 | 6 | -2 | -6 | -8 | -0.1 | 0.94 | 1.1 | 0 | 2
O=S(=O)(c1ccc(Br)cc1)N1CCC(c2nc3ccccc3[nH]2)CC1 | -26 | -4 | 4 | -6 | -1.0 | 1.3 | 0.96 | -1 | -7
Cc1cccc(C(=O)OCC(=O)NCc2ccco2)c1 | -3 | 0 | 3 | -2 | 1.4 | 1 | 0.97 | 11 | 1
Cc1ccc(C)c(NC(=O)CCc2c(C)nn(-c3ccc(N4CCCCC4)nn3)c2C)c1 | 1 | -4 | -36 | -7 | -0.2 | 0.99 | 1.4 | -5 | 2
CC1CCCCN1C(=O)Cn1nnc(-c2cccnc2)n1 (stereo unspecified) | -11 | 1 | -7 | -5 | -0.2 | 1.1 | 1.1 | -7 | -1
CCOC(=O)C1CCN(C(=O)c2ccccc2NC(=O)c2ccc(Cl)cc2)CC1 | 17 | 0 | 1 | -5 | -2.1 | 0.83 | 0.99 | -3 | -6
Cn1cnnc1SCC(=O)c1ccc2c(c1)OCO2 | -8 | 0 | 14 | -4 | -1.5 | 1.1 | 0.86 | 3 | 2
CC(C)(C)c1ccc(C2=CC(c3ccccc3)n3ncnc3N2)cc1 (stereo unspecified) | 7 | -8 | -16 | -5 | -0.9 | 0.93 | 1.2 | -3 | -3
CCCN(CC1CC1)C(=O)CSc1ncnc2sc(C)c(C)c12 | 8 | 2 | -6 | -2 | -2.4 | 0.92 | 1.1 | 6 | -2
CCOc1ccccc1NC(=O)/C=C/c1ccc(S(=O)(=O)N2CCOCC2)cc1 | 4 | 0 | 6 | -10 | 0.4 | 0.96 | 0.94 | 7 | 1
CC(=O)C1=NOC(CNc2ncc(C(F)(F)F)cc2Cl)C1 (stereo unspecified) | 1 | -1 | 4 | -6 | -1.2 | 0.99 | 0.96 | 3 | 0
O=C(N[C@@H]1C/C=C\C[C@H](CC(=O)N(CCO)Cc2ccccc2)C(=O)N[C@@H](Cc2c[nH]c3ccccc23)COC1=O)OCC1c2ccccc2-c2ccccc21 | 2 | -5 | 18 | 5 | -0.2 | 0.98 | 0.82 | 1 | -4
CCOC(=O)CSc1[nH]c2cc(OC)ccc2c1[N+](=O)[O-] | -4 | -4 | 5 | 11 | -0.3 | 1 | 0.95 | 4 | 2
CCN(CC)S(=O)(=O)c1cccc(C(=O)N[C@H](C(=O)Nc2nc3ccc(F)cc3s2)C(C)C)c1 | 2 | 0 | 7 | -7 | 55* | 0.97 | 0.93 | 0 | -3
COc1ccc2c(c1)[nH]c(=O)c1sc3ccccc3c12 | -10 | 0 | -9 | -3 | 2.2 | 1.1 | 1.1 | -1 | -1
COc1ccc(NC(=O)CNc2cccc(S(=O)(=O)N3CCCCCC3)c2)c([N+](=O)[O-])c1 | 9 | -1 | 1 | -5 | 2.3 | 0.91 | 0.99 | -4 | -4
Cc1cc2nn(-c3ccccc3)nc2cc1NC(=O)c1cccs1 | 14 | 0 | 8 | 6 | 2.6 | 0.86 | 0.92 | 4 | -17
CC1CN(C(=O)CCC(=O)NCCCN2CCN(Cc3ccccc3)CC2)c2cc(Cl)ccc2O1 (stereo unspecified) | 1 | -3 | -15 | -8 | -1.8 | 0.99 | 1.1 | -6 | 3
CCOc1ccc(C(=O)Nc2cc(S(=O)(=O)Nc3ccccc3Cl)ccc2N2CCOCC2)cc1 | 0 | -2 | 18 | 2 | -2.6 | 1 | 0.82 | 0 | -22
CC(=O)Nc1cccc(NC(=O)CS(=O)(=O)c2cn(CC(=O)N(C(C)C)C(C)C)c3ccccc23)c1 | -13 | 0 | -10 | -5 | -2.6 | 1.1 | 1.1 | -3 | -2
CC(=O)c1ccccc1NC(=O)COC(=O)CCC1CCCC1 | -2 | 1 | -14 | -4 | 0.1 | 1 | 1.1 | 1 | 3
Cc1nc2c(C(=O)N3CCCCC3)cnn2c(C)c1Cc1ccccc1F | 3 | 1 | 5 | -11 | 0.6 | 0.97 | 0.95 | 2 | -3
CC1CC(C)CN(C(=O)c2ccc(N3CC4CC(C3)c3cccc(=O)n3C4)c([N+](=O)[O-])c2)C1 (stereo unspecified) | 4 | -1 | 6 | 2 | 1.7 | 0.96 | 0.94 | 4 | -4
Other results:
SMILES | mIAP inh | MIN6 prolif | hIAP block | A3G deaminase | MPTP block | mIAP activ | hIAP activ | A3A deaminase | NR3A LBD binder
CCOc1ccc(NC(=O)CSc2nnc(C)n2CCCOC)cc1 | 0 | -3 | 9 | -3 | 0.7 | 1 | 0.91 | -3 | -1
COc1cc(NC(=O)[C@H]2CCCN2S(=O)(=O)c2cccc3cccnc23)cc(OC)c1OC | -7 | 0 | -2 | -9 | 0.5 | 1.1 | 1 | -1 | 1
Cc1nc(-c2nc(CC(=O)NNC(=O)c3ccc(Cl)cc3)cs2)cs1 | 3 | 0 | -8 | 1 | -0.8 | 0.97 | 1.1 | 4 | 1
CC(C)C(=O)Nc1nnc(S(=O)(=O)N2CCCc3ccccc32)s1 | -9 | -2 | -3 | 6 | -1.1 | 1.1 | 1 | -5 | -15
CCOC(=O)Cn1nc(-c2ccccc2)c2ccccc2c1=O | 0 | -2 | 22 | -1 | -0.6 | 1 | 0.78 | -1 | 1
O=[N+]([O-])c1ccc(S(=O)(=O)Nc2ccc(-c3ccc(N4CCOCC4)nn3)cc2)cc1 | -13 | -3 | -2 | 19 | -0.6 | 1.1 | 1 | 2 | -6
CCC(C)(C)n1nnnc1C(c1cc2cc3c(cc2[nH]c1=O)OCO3)N1CCCCC1 (stereo unspecified) | 7 | -5 | 7 | -3 | -2.2 | 0.93 | 0.93 | 0 | -2
O=C(CC1SCCNC1=O)Nc1cccc(C(F)(F)F)c1 (stereo unspecified) | 3 | -4 | 18 | -4 | -2.5 | 0.97 | 0.82 | 0 | 2
S=C(NCCc1ccccc1)Nc1cnc2ccccc2c1 | -9 | 1 | 6 | 19 | 77* | 1.1 | 0.94 | 9 | 14*

Retrieved one by one from the list above, 3 records:
SMILES | mIAP inh | MIN6 prolif | hIAP block | A3G deaminase | MPTP block | mIAP activ | hIAP activ | A3A deaminase | NR3A LBD binder
O=C(CC1SCCNC1=O)Nc1cccc(C(F)(F)F)c1 (stereo unspecified) | 3 | -4 | 18 | -4 | -2.5 | 0.97 | 0.82 | 0 | 2
COc1cc(NC(=O)[C@H]2CCCN2S(=O)(=O)c2cccc3cccnc23)cc(OC)c1OC | -7 | 0 | -2 | -9 | 0.5 | 1.1 | 1 | -1 | 1
O=[N+]([O-])c1ccc(S(=O)(=O)Nc2ccc(-c3ccc(N4CCOCC4)nn3)cc2)cc1 | -13 | -3 | -2 | 19 | -0.6 | 1.1 | 1 | 2 | -6
